Screening data (PubChem BioAssay)
MITF inh = inhibitors of human MITF; 650,000 compounds, 0.91% hits; O75030; AlphaScreen MITF homodimerization, bead proximity signal; inhibition, % at 2.6 µM; in the data active means inhibition above about 50%;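 further: 0% = vehicle wells with protein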
FBW7 activator = activators of human E3 ligase FBW7; Q969H0; AlphaScreen FBW7–phospho-cyclin E peptide binding, activator screen; normalized activity (activation), % at 26.1 µM; 650,000 compounds, 0.13% hits; in the data active means normalized activity above about 1.9%;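 further: purified mutant Fbw7 with reduced substrate affinity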
Target sequence (Q969H0 whole entry, looked up): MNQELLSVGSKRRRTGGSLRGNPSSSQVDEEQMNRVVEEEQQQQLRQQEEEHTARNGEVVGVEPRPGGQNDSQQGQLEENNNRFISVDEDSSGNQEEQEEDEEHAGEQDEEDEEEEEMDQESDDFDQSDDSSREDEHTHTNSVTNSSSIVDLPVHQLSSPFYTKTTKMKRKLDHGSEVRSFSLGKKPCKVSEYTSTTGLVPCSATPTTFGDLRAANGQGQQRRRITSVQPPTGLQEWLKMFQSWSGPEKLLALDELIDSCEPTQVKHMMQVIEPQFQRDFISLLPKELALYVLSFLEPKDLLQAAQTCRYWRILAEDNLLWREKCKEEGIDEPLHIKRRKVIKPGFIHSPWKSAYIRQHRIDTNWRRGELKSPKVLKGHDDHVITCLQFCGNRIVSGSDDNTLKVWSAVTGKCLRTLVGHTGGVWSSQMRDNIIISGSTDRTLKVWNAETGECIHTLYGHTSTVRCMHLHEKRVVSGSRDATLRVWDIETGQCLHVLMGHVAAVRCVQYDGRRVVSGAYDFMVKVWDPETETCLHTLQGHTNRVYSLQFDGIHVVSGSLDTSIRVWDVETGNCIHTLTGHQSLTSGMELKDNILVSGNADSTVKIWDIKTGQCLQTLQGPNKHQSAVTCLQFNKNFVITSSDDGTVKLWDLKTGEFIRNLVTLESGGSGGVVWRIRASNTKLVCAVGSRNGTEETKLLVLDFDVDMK
TEAD-YAP block = TEAD-YAP interaction inhibition. AID 1259422. HEK-TIYL cells, TEAD-Gal4/YAP UAS-luciferase luminescence. inhibition, % at 9.12 µM. 640,000 compounds, 1.4% hits; in the data active means inhibition above about 32%;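 further: 0% = median of test compound wells and 100% = reference inhibitor wells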
GPR151 ag = activates the human receptor GPR151 | PathHunter beta-arrestin GPR151 cells, luminescence | activation, % at 11.2 µM | 650,000 compounds, 1% hits; in the data active means activation above about 4.9%;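 further: 0% = median of compound wells and 100% = cells with positive control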
An asterisk follows results filed as active; · = not tested or not shown.

nr	Compound	MITF inh	FBW7 activator	TEAD-YAP block	GPR151 ag
1	COc1cccc2cc(-c3nc(-c4ccccc4)cs3)c(=O)oc12	0	0.0	-17	-0.7
2	CC1CCN(c2nc3c(c(=O)[nH]2)CN(Cc2ccc(F)c(F)c2)CC3)CC1	13	0.1	17	0.3
3	CCOC(=O)C1=NN(c2ccccc2)C(c2c[nH]c3ccccc23)N1c1ccc(C)cc1 (configuration not stated)	8	0.7	-43	2.2
4	Cc1occc1C(=O)Nc1ccccc1Cl	-3	-0.1	-17	0.1
5	O=C(COc1ccc(Oc2ccccc2)cc1)NC1CCS(=O)(=O)C1 (configuration not stated)	1	-0.1	2	0.2
6	CCOc1ccc(NC(=O)CC2C(=O)N(C)C(=S)N2CCc2ccccc2)cc1 (configuration not stated)	12	0.1	7	0.1
7	NC(=O)c1nn2c(C(F)(F)F)cc(-c3ccc(Cl)cc3)nc2c1Cl	-12	0.8	-17	1.2
8	O=C(N/N=C/c1ccc(F)cc1)C(=O)Nc1cccc(Br)c1	-1	-0.1	-6	-0.2
9	Clc1ccc(-c2nc3ccccc3s2)cc1	8	0.0	-52	-0.6
10	COc1cc(/C=c2/sc3nc4c(C)c(C)ccc4n3c2=O)cc(OC)c1OC(C)=O	-4	-0.1	1	1.1

nr	Compound	MITF inh	FBW7 activator	TEAD-YAP block	GPR151 ag
11	COCCNC(=O)c1sc2ncnc(N3CCC(C)CC3)c2c1C	0	0.0	-8	1.2
12	COC(=O)C(C)NC(=O)CC12CC3CC(C1)CC(CC(=O)NC(C)C(=O)OC)(C3)C2 (configuration not stated)	-4	0.0	-18	-0.2
13	CCn1c(=O)cc(OCC(=O)NCCCN2CCOCC2)c2ccccc21	1	-0.3	1	0.8
14	Cc1cc(C)n(-c2ccc(C(=O)OCc3ccc([N+](=O)[O-])cc3)cc2)n1	20	0.5	-3	0.4
15	Cc1cc(NCCO)nc(N2CCN(Cc3ccc4c(c3)OCO4)CC2)n1	4	-0.1	2	0.7
16	CC1(C)CC(=O)C2=C(C1)Nc1ccc3ccccc3c1C2c1cccc2ccccc12 (configuration not stated)	6	0.1	-6	-1.4
17	Cc1ccc(C)c(/C=N/Nc2nncc3ccccc23)c1	-4	-0.1	27	0.2
18	CCOC(=O)c1sc(NC(=O)c2cc3nc(-c4ccc(C)cc4)cc(C(F)(F)F)n3n2)c(C(=O)OCC)c1C	0	-0.1	2	0.1
19	N#Cc1ccccc1OCc1ccc(F)cc1	15	0.0	-51	0.3
20	O=c1[nH]c(=O)n(-c2ccc(Cl)cc2)c(O)c1/C=N/c1nn[nH]n1	15	0.1	6	-1.5

nr	Compound	MITF inh	FBW7 activator	TEAD-YAP block	GPR151 ag
21	C/C(=N/NC(=O)c1ccccc1O)c1cccc([N+](=O)[O-])c1	2	0.5	-34	-0.7
22	COc1ccccc1N1CCN(CCCCN2C(=O)CCC2=O)CC1	-4	0.3	·	3.3
23	COc1ccccc1CC(=O)Nc1cnc2cnc(-c3ccc(F)c(Cl)c3)cn12	6	1.9*	-5	-0.2
24	Cc1ccc(S(=O)(=O)NC2CCCCC2C)cc1C (configuration not stated)	10	0.1	7	-0.3
25	CC1CN(C2=NC(=O)/C(=C\c3cccc(Br)c3)S2)CC(C)O1 (configuration not stated)	6	0.1	7	0.8
26	CC(C)(C)C1CCc2c(sc3nc(SCc4cc(Cl)ccc4Cl)n(-c4ccccc4)c(=O)c23)C1 (configuration not stated)	-41	0.1	-12	-0.6
27	COc1ccc(CCNC(=O)c2ccc3nc(NC4CCN(Cc5ccccc5)CC4)sc3c2)cc1	11	0.0	-9	-0.8
28	Nc1nonc1-c1nc2ccccc2n1Cc1c(F)cccc1Cl	5	0.0	-10	-1.2
29	CC12CCC(C(=O)Nc3c(Cl)cccc3Cl)(C(=O)C1=O)C2(C)C (configuration not stated)	4	0.0	2	-0.5
30	CSc1ccc(-c2nc(CSCC(=O)NCCN(C)C)c(C)o2)cc1	12	0.1	3	0.0

nr	Compound	MITF inh	FBW7 activator	TEAD-YAP block	GPR151 ag
31	COC(=O)c1ccc(NC(=O)C2C3C=CC(C3)C2C(=O)O)cc1 (configuration not stated)	4	0.2	8	0.6
32	CC(C)CC(NC(=O)C(Cc1ccccc1)NC(=O)OC(C)(C)C)C(=O)O (configuration not stated)	-6	0.1	2	-0.1
33	O=C(O)c1ccccc1C(=O)Nc1nccs1	-13	-0.1	1	0.0
34	O=C(Nc1ccc(F)cc1)Nc1nnc(-c2ccc([N+](=O)[O-])cc2)s1	-6	0.2	-7	0.4
35	COc1ccc(Nc2ccc(C(F)(F)F)n(C)c2=O)cc1OC	3	0.2	-17	-1.4
36	c1ccc2c(c1)nc1n2CN(C2CCCCC2)CN1	15	0.5	-2	-0.3
37	COCCOC(=O)c1ccc(NC(=O)COc2ccc(Cl)c(C)c2)cc1	4	0.8	11	-0.2
38	O=c1oc(-c2cccc(F)c2)nc2cc(Cc3ccc4nc(-c5cccc(F)c5)oc(=O)c4c3)ccc12	5	0.0	-3	2.6
39	COc1cccc(/C=N/NC(=O)Cn2ccnc2C)c1	3	-0.1	1	-2.0
40	CC(=O)c1cccc(NC(=O)Cc2ccc(-c3ccccc3)cc2)c1	-6	-0.2	5	0.8

nr	Compound	MITF inh	FBW7 activator	TEAD-YAP block	GPR151 ag
41	CC(=O)NCCC(=O)NNC(=O)c1ccc(OC(C)C)cc1	-3	0.5	4	0.4
42	CC1CN(c2[nH]c(=O)n(C)c(=O)c2Cc2ccc([N+](=O)[O-])cc2)CC(C)O1 (configuration not stated)	13	-0.1	7	1.9
43	O=C(O/N=C\c1cccc([N+](=O)[O-])c1)C1CC1c1ccccc1 (configuration not stated)	24	0.2	1	0.6
44	Cc1ccc(N(CC(O)CN(CC(C)C)CC(C)C)S(=O)(=O)c2ccc(C)cc2)cc1 (configuration not stated)	-5	-0.2	3	1.0
45	CCOC(=O)c1sc(NC(=O)c2ccc(-c3cccc([N+](=O)[O-])c3)o2)nc1C	11	0.0	3	-0.6
46	CN(Cc1ccccc1)S(=O)(=O)c1ccc(NC(=O)CN2CCCC2)cc1	2	-0.1	-2	0.5
47	COc1ccc(Cl)cc1C(=O)Nc1ccc(-c2nc(C)no2)cc1	6	0.1	-10	0.8
48	Cc1cc(S(=O)(=O)N2CCN(c3ccc(O)cc3)CC2)c(C)s1	4	-0.2	-16	-1.0
49	Nc1nc2ccc(C(=O)NCCOC(=O)C3CCCCC3)cc2s1	23	0.1	1	0.3
50	CC(=O)Nc1ccc(Nc2nc(NCCCN3CCCC3=O)nc3nc[nH]c23)cc1	9	-0.1	1	-0.7

nr	Compound	MITF inh	FBW7 activator	TEAD-YAP block	GPR151 ag
51	CCOC(=O)c1ccc(-c2ccc(/C=C(\C#N)c3nn(-c4ccccc4)c(N)c3C#N)o2)cc1	10	0.0	-17	-0.2
52	NC(=O)c1cc(NC(=O)CCN2C(=O)c3ccccc3C2=O)cc(C(N)=O)c1	18	-0.2	0	-2.1
53	Cc1[nH]nc2nc(SCC(=O)NC3CCCCC3)n(-c3ccc(Br)cc3)c(=N)c12	-4	0.1	3	2.2
54	COc1ccc(CCN2CCC(N(CCN(C)C)C(C)=O)CC2)cc1	2	0.0	-3	0.7
55	COc1cc(-c2nnc(SCc3ccccc3)o2)cc(OC)c1OC	6	-0.2	-6	0.1
56	Cn1c(NNC(=O)c2ccccc2)cc(=O)n(C)c1=O	17	0.0	7	-1.3
57	O=C1c2ccc(Br)cc2C(=O)N1c1ccc([N+](=O)[O-])cc1Cl	4	0.1	10	-1.6
58	O=C(Nc1c(F)cccc1F)C1CCCN1C(=O)OCc1ccccc1 (configuration not stated)	-5	-0.1	-1	-0.5
59	CC(=O)Nc1ccc(Nc2cc(C)nc(Nc3ccncn3)n2)cc1	-3	-0.1	-21	1.8
60	CC1=C(C(=O)OCCOC(C)C)C(c2ccc(OCc3ccccc3)cc2)NC(=O)N1 (configuration not stated)	13	0.1	5	-0.5

nr	Compound	MITF inh	FBW7 activator	TEAD-YAP block	GPR151 ag
61	CCC(C)N1C(=O)c2ccccc2C1C(=O)NC1CCCC(C)C1C (configuration not stated)	5	0.7	8	0.5
62	O=C1Nc2cc(C(=O)N3CCN(C4CCCCC4)CC3)ccc2NC1CS(=O)(=O)Cc1ccccc1Cl (configuration not stated)	0	0.0	-5	-1.1
63	CCC(C)(C)NC(=S)Nc1cc(S(=O)(=O)N(C)C)ccc1C	-5	-0.1	-4	-1.1
64	O=C(NCCc1ccccc1)C1CCN(C2CCN(Cc3ccccc3)CC2)CC1	-8	0.2	28	-0.3
65	COC(=O)C(Sc1ccc(O)c(C)c1)(C(F)(F)F)C(F)(F)F	-5	-0.3	5	-0.5
66	O=C(NC(c1ccccc1)c1ccccc1)C1CC(=O)N(CCc2ccccc2)C1 (configuration not stated)	2	0.0	13	0.7
67	COCCNCc1c(C(=O)O)n(Cc2ccccc2Cl)c2ccccc12	17	-0.2	12	0.0
68	Cc1cccc(NC(=O)NC(=O)c2ccccc2)n1	-1	0.0	-36	0.5
69	O=C(Nc1cccc(Cl)c1)C1c2ccccc2Oc2ccccc21	5	-0.1	-1	-0.2
70	COc1ccc(NC(=S)N2CCN(S(C)(=O)=O)CC2)cc1OC	-2	-0.2	-1	0.2

nr	Compound	MITF inh	FBW7 activator	TEAD-YAP block	GPR151 ag
71	O=[N+]([O-])c1ccc2[nH]c3c(c2c1)CCCC3O (configuration not stated)	9	0.5	4	-0.2
72	CCN(CC)C(=O)C1=C(C)NC(=S)NC1c1ccc(C)cc1 (configuration not stated)	0	-0.2	9	1.5
73	CC1=CC(C)(C)N(C(=O)c2ccc(C)cc2)c2ccc(OC(=O)c3ccc(C)cc3)cc21	9	-0.1	10	0.0
74	O=C(O)c1cccnc1Nc1ccc([N+](=O)[O-])cc1	21	-0.1	36*	-5.7
75	COc1ccc(C(=O)/C=C/c2ccccc2[N+](=O)[O-])c(OC)c1	6	0.0	-39	0.4
76	COc1ccc(OC)c(N/C(C)=C/C(=O)c2ccccc2)c1	-9	0.0	-2	-0.3
77	C/C(=N\NC(=O)COc1ccccc1Cl)c1ccc(Br)s1	-9	0.1	-5	-0.2
78	C/C(=N\NC(=O)c1ccco1)c1cccc2ccccc12	-11	-0.1	-66	0.2
79	Cc1ccc(CNC(=O)CNC(=S)N(CCCN2CCOCC2)Cc2cccs2)cc1	33	0.2	1	-1.7
80	CCNC(=O)N1CCN(Cc2nc(-c3ccc(F)cc3)cs2)CC1	8	0.0	2	2.1

7 entries out of the list, sorted by heavy-atom count, descending.
nr	Compound	MITF inh	FBW7 activator	TEAD-YAP block	GPR151 ag
73	CC1=CC(C)(C)N(C(=O)c2ccc(C)cc2)c2ccc(OC(=O)c3ccc(C)cc3)cc21	9	-0.1	10	0.0
79	Cc1ccc(CNC(=O)CNC(=S)N(CCCN2CCOCC2)Cc2cccs2)cc1	33	0.2	1	-1.7
75	COc1ccc(C(=O)/C=C/c2ccccc2[N+](=O)[O-])c(OC)c1	6	0.0	-39	0.4
76	COc1ccc(OC)c(N/C(C)=C/C(=O)c2ccccc2)c1	-9	0.0	-2	-0.3
78	C/C(=N\NC(=O)c1ccco1)c1cccc2ccccc12	-11	-0.1	-66	0.2
74	O=C(O)c1cccnc1Nc1ccc([N+](=O)[O-])cc1	21	-0.1	36*	-5.7
71	O=[N+]([O-])c1ccc2[nH]c3c(c2c1)CCCC3O (configuration not stated)	9	0.5	4	-0.2

Additional compounds follow:
nr	Compound	MITF inh	FBW7 activator	TEAD-YAP block	GPR151 ag
81	C=CCc1cccc([C@H]2NC(C(=O)O)CC[C@@H]2C)c1 (some centres not stated)	4	0.2	·	0.1
82	Cc1c(C(=O)NC2CCCCC2)sc2nc(SCC(=O)C(C)(C)C)n(Cc3ccccc3)c(=O)c12	3	0.3	-7	-1.3
83	COc1ccc(NC(=O)c2sc3nc(-c4ccc(F)cc4)cn3c2C)c(OC)c1	-7	0.2	2	0.0
84	COc1cccc(C(=O)NC(c2ccc(Cl)cc2)c2cc(Cl)c3cccnc3c2O)c1 (configuration not stated)	3	0.0	-1	-0.4
85	C#CCOc1ccc(Cl)cc1C=C1C(=O)NC(=O)NC1=O	8	-0.1	0	0.1
86	Cc1cc(C(=O)NCC2CCCN(Cc3ccc(N4CCNC4=O)cc3)C2)no1 (configuration not stated)	6	0.1	-5	0.2
87	Cc1cccc(N2CCN(C(=O)CCN3C(=O)c4ccccc4C3=O)CC2C)c1 (configuration not stated)	-4	0.1	3	1.5
88	Cc1cccc(Cc2c(C)nc3c(C(=O)NCc4ccc(F)cc4)cnn3c2C)c1	-7	0.0	0	1.1
89	O=C(/C(=N/O)c1ccccc1)c1ccccc1	16	0.6	-20	-1.1
90	CSc1ccc(S(=O)(=O)N2CCCC2)cc1	3	0.0	7	0.5
91	CCc1ccc(CN2CCc3c(C(=O)OC)c(OC4CCCC4)cc(=O)n3CC2)cc1	-10	0.0	-23	-0.2
